hERG rescue: shields human hERG channel from block by proarrhythmic agents. Q12809. CHO-hERG, FluxOR thallium flux, dofetilide IC70 present. activation (rescue from dofetilide block), less the hit threshold, % at 10 µM. 0.51% of 310,000 active. AID 1511;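 active means activation above the mean of controls blocked by dofetilide plus 5 SD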;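 further: thallium influx through hERG after potassium depolarization seen as dye fluorescence rise; in these data hits start at about 4.7%; inactives centre near -7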
GSK3beta inhib: inhibitors of human GSK3beta kinase; P49841; GST-GSK3beta kinase, ADP-Glo luminescence, 60 min; active compounds read low; activity score (negative = inhibition), % at 10 µM; 0.038% of 300,000 active;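 active means more than half of replicate wells score below -50%, meaning over 50% inhibition versus plate controls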;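 further: 0% = median DMSO wells and -100% = median GW8510 positive control wells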
Target sequence (P49841 whole entry, looked up): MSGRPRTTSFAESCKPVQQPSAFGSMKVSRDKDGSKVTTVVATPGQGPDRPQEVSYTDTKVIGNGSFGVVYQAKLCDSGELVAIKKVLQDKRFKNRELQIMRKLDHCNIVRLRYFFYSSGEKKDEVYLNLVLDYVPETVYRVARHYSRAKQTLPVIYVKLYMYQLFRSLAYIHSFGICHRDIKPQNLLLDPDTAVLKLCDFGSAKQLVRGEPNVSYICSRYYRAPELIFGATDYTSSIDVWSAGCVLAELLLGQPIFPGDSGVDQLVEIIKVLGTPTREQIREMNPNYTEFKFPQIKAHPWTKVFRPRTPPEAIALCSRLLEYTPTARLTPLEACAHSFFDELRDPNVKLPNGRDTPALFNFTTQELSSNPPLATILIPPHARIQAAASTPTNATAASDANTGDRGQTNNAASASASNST
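Test system: GST-fused GSK3beta enzyme, cell-free | Quantity: 1.6 ng GST-GSK3beta enzyme per well | Reagent: 25 µM ATP with peptide substrate | Schedule: 60 min enzyme reaction, room temperature | Signal: Luminescent ADP-Glo measurement of ADP formed | Read-out basis: Score relative to plate controls | Control set: DMSO and 20 µM GW8510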
GSK3A inh: inhibitors of human GSK-3 alpha kinase; P49840; AID 2650; ADP-Glo luminescence, 60 min; inhibition, % at 10 µM; 0.1% of 320,000 active;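 in the data active means inhibition above about 50%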;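 further: GST-tagged GSK-3 alpha with peptide substrate and 25 µM ATP; 0% = DMSO neutral wells and 100% = GW8510 positive control wells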
KCNK9 block: inhibitors of human KCNK9 two-pore domain potassium channel; Q9NPC2; 1.2% of 310,000 active; HEK293 KCNK9, FluxOR thallium flux fluorescence; active compounds read low; B-score at 10 µM;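 active means ratio B-score over 3 SD below the library mean, with starting fluorescence within 5 SD of its mean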;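 further: negative B-score means less thallium flux so channel inhibition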
PolyA inhibitor: blocks polyadenylation in yeast reporter cells; AID 1875; 0.02% of 300,000 active; calls only at 12 µM; S. cerevisiae SKY197-pL101 polyadenylation reporter, beta-gal luminescence; efflux-impaired pdr1/pdr3 knockout yeast; score 100 = 6 SD above DMSO;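 active means lowest replicate activity score at least 50, where 100 means six control SD above control mean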;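 further: yeast exposed to compound for 9 h at 30 °C; higher score means more reporter readthrough which indicates perturbed polyadenylation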
RGS4 pot: potentiators or activators of RGS4; 0.92% of 310,000 active; HEK293 M3R/inducible RGS4, carbachol calcium flux Fluo4; active compounds read low; AID 463111; B-score at 10 µM;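 active means B-score of the integrated calcium signal more than 4 SD below the library mean, with starting fluorescence not abnormally high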;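 further: negative B-score means reduced calcium response which marks RGS4 activation or potentiation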
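Test system: HEK293 cells with stable M3R and inducible RGS4; also added: carbachol at ECmax as muscarinic agonist stimulus; schedule: dye loading 30 min 37 °C, buffer rest 30 min RT; technique: kinetic calcium fluorescence imaging with Fluo4-AM dye, 2 µM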
KCNQ1 inh: inhibitors of human KCNQ1 potassium channel. 1.3% of 310,000 active. AID 2642. CHO-K1 KCNQ1, FluxOR thallium flux fluorescence; active compounds read high. B-score at 10 µM;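 active means compounds whose thallium flux B-score, printed positive for inhibition, exceeds three library SD while starting fluorescence stays within three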;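 further: channel opened by potassium depolarization with thallium stimulus after 20 min compound exposure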
Target sequence (P51787 whole entry, looked up): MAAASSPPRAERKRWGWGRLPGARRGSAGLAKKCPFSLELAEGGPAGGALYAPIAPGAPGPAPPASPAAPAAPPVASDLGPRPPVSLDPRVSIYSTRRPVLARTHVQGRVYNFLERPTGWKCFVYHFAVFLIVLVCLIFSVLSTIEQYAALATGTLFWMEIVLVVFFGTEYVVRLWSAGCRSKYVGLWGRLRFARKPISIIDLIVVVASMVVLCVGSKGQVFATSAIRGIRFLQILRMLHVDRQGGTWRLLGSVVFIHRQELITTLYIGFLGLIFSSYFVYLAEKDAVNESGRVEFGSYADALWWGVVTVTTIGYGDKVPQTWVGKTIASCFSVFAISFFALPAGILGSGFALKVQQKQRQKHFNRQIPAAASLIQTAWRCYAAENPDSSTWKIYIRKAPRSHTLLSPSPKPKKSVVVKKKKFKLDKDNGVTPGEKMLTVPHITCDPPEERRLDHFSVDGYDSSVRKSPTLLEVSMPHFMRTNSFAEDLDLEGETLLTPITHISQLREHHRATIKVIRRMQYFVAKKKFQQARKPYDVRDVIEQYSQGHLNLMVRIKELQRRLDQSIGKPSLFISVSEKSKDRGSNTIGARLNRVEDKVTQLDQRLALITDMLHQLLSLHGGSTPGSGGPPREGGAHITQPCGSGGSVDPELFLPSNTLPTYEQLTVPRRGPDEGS
KCNQ1 act: potentiators or activators of human KCNQ1 potassium channel | P51787 | CHO-K1 KCNQ1, thallium flux FluxOR fluorescence; active compounds read high | B-score at 10 µM | 0.35% of 310,000 active | AID 2648;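 active means fluorescence ratio B-score, a plate-corrected score, at least three library SD, with initial intensity B-score within 5 SD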
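Medium – assay buffer, equal DMSO in all wells · Material – CHO-K1 cell line with stable KCNQ1 potassium channel expression · Signal – kinetic FluxOR thallium fluorescence, 10-s 1-Hz baseline, 110-s post-stimulus read · Compound – single concentration per compound, DMSO matched to controls · Schedule – 37 °C overnight plating, 90-min dark dye load, 20-min compound pretreatment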
KCNK3 block: human KCNK3 channel inhibition, primary screen; CHO-KCNK3 thallium flux, FluxOR fluorescence; active compounds read low; 0.84% of 340,000 active; B-score at 10 µM;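 active means B-score under library mean minus 4 SD, starting fluorescence ratio at most library mean plus 5 SD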;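 further: more negative B-score means stronger inhibition of thallium flux through KCNK3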
DYRK1A inh: inhibitors of rat Dyrk1A kinase; AID 504441; 0.43% of 310,000 active; ADP-Glo luminescence, NFATc1 peptide; inhibition, % at 12.5 µM; Q63470; in the data active means inhibition above about 50%;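 further: plate controls were vehicle with enzyme for no effect and no enzyme for full effect; many of its hits are not listed in these tables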
HDAC3 inh: human HDAC3 inhibition. O15379. recombinant HDAC3, fluorogenic peptide/trypsin coupled, fluorescence. inhibition, % at 8.3 µM. 0.15% of 320,000 active. AID 2718; in the data active means inhibition above about 26%, passing the limit was not always enough
* hit, by the source's call; i = inactive; · = not tested or not shown. This is a subset; count on the stated rates, not on these rows.

SMILES | hERG rescue | GSK3beta inhib | GSK3A inh | KCNK9 block | PolyA inhibitor | RGS4 pot | KCNQ1 inh | KCNQ1 act | KCNK3 block | DYRK1A inh | HDAC3 inh
COCCNC(=S)NCCc1ccc(Cl)cc1Cl | -10.8 | -7.1 | -1.6 | i | i | i | i | i | i | 2.7 | -1.2
Cc1ccc(CNC(=O)COC(=O)CCCOc2ccc(Cl)cc2Cl)cc1 | -7.3 | 0.0 | -0.7 | i | i | i | i | i | i | -0.4 | 15.5
COc1ccc(-c2oc3ccc(-c4cc(OC)c(OC)c(OC)c4)cc3c2-c2ccc(OC)cc2)cc1 | -1.2 | 1.0 | -2.7 | i | i | i | i | i | · | · | -7.1
CSc1ccccc1NC(=O)CN(Cc1ccccc1)S(C)(=O)=O | -14.1 | -1.4 | 1.2 | i | i | i | i | i | i | -0.3 | -8.6
O=C(O)c1nn(-c2ccccc2)nc1-c1nn(-c2ccccc2)nc1C(=O)O | -5.9 | 8.8 | -6.4 | i | i | i | i | i | i | -4.8 | 1.4
COc1ccc(/C=N/n2c(N)c(S(=O)(=O)c3cccs3)c3nc4ccccc4nc32)cc1OC | -17.2 | -2.0 | -3.3 | i | i | i | i | i | i | -0.9 | -14.8
CCN(CC)C(=O)c1nn(Cc2ccccc2)c(=O)c2ccccc12 | -7.4 | 1.4 | · | i | i | i | i | i | i | -0.8 | -5.8
Cc1c([N+](=O)[O-])cc(S(=O)(=O)Nc2ccncc2)cc1[N+](=O)[O-] | -8.7 | 2.5 | -0.2 | i | i | i | i | i | i | -1.1 | 6.3
O=C(NC(=S)Nc1ccccc1N1CCCCC1)c1ccccc1 | -4.8 | -1.3 | -0.4 | i | i | i | i | i | i | 0.8 | 9.4
C/C(=N\NC(=O)c1ccco1)c1cc(Cl)sc1Cl | -12.5 | 0.3 | -0.1 | i | i | i | i | i | i | -3.3 | 4.8
CCOC(=O)C1CCCN(C(=O)c2sc3nc(-c4ccccc4)cn3c2C)C1 (configuration not stated) | 0.1 | -0.8 | -1.7 | i | i | i | i | i | i | -2.1 | 0.7
COc1ccccc1CNC(=O)c1ccc(S(=O)(=O)N(C)C)cc1 | -9.9 | -5.7 | -0.6 | i | i | i | i | i | i | -3.5 | 3.2
COc1cc(NC(=S)NC2CC(C)(C)NC(C)(C)C2)c(OC)cc1Cl | -10.2 | 0.4 | -2.1 | i | i | i | i | i | i | -1.3 | -3.6
Cc1cc(C)n(C(=O)C(C)N2C(=O)c3ccccc3C2=O)n1 (configuration not stated) | -6.2 | -1.0 | 0.8 | i | i | i | i | i | i | 0.2 | 1.0
O=C(CSc1ccc(Cl)cc1)Nc1ccccc1Oc1ccccc1 | -10.7 | 0.5 | -2.5 | i | i | i | i | i | i | -1.2 | ·
CC1(C)NC(=O)N(CC(=O)Nc2cc(C(F)(F)F)cc(C(F)(F)F)c2)C1=O | -12.0 | -1.2 | -0.9 | i | i | i | i | i | i | 0.1 | 7.9
Cc1cc2cc(CNC(=O)NC3CCCCC3)ccc2[nH]1 | 0.7 | 1.5 | -4.6 | i | i | i | i | i | i | -2.5 | -12.5
O=C(NCc1ccccc1)C1CCN(c2nc(-c3ccccc3)nc3c2CCC3)CC1 | -9.8 | 0.9 | -1.7 | i | i | i | i | i | -8.88* | -3.0 | 2.5
Cc1ccccc1N1C(=O)CC1(C#N)c1ccc(OCc2ccccc2)cc1 (configuration not stated) | 0.2 | 2.4 | 19.3 | i | i | i | i | i | i | -5.2 | -0.8
COC(=O)c1c(NC(=S)Nc2ccc(F)cc2[N+](=O)[O-])sc2c1CCCCC2 | 6.4* | -2.8 | -3.0 | i | i | i | i | 10* | i | 1.4 | 8.4
Cc1ccc(OCCOC(=O)Cn2nc(C)c([N+](=O)[O-])c2C)cc1 | -17.9 | 1.8 | -1.7 | i | i | i | i | i | i | -0.5 | -0.6
NCCCC(=O)O | -4.3 | 2.4 | -2.1 | i | i | i | i | i | i | -6.3 | -4.1
CCSc1nnc2c(Cl)cc(Cl)cn12 | -3.7 | 2.3 | -1.9 | i | i | i | i | i | i | -4.0 | -8.5
CCOC(=O)c1cccc(NC(=O)CN2C(=O)C3C4C=CC(C4)C3C2=O)c1 (configuration not stated) | -6.5 | 3.4 | 0.4 | i | i | i | i | i | i | -1.4 | 1.7
COc1cccc(Cn2c(OCC3CCCO3)nc3c2c(=O)n(C)c(=O)n3C)c1 (configuration not stated) | -7.0 | 1.1 | -2.7 | i | i | i | i | i | i | -3.8 | -2.1
COC(=O)CC1=C(C(=O)OC)C(c2ccc3c(c2)OCO3)C(C#N)=C(N)O1 (configuration not stated) | -6.7 | -1.0 | 0.1 | i | i | i | i | i | i | 8.2 | 0.3
COc1ccc(CCN=C2SCC(=O)N2C)cc1OC | -3.4 | 1.3 | -0.5 | i | i | i | i | i | i | -4.4 | 1.3
CCOc1ccc(C2=Nn3c(nnc3-c3ccc(OC)cc3)SC2)cc1 | -5.2 | -2.3 | 2.4 | i | i | i | i | i | i | 22.6 | -7.7
CSc1nc(O)c(C(c2ccc(C)cc2)c2c(O)nc(SC)[nH]c2=O)c(=O)[nH]1 | -2.9 | -0.3 | -3.7 | i | i | i | i | i | i | 1.2 | -22.1
Cc1cc(C)nc(NS(=O)(=O)c2ccc(NC(=O)c3ccc4c(c3)OCO4)cc2)n1 | -6.9 | 1.9 | -1.0 | i | i | i | i | i | i | 10.0 | -0.7

Looked up one by one from above, 3 records:
SMILES | hERG rescue | GSK3beta inhib | GSK3A inh | KCNK9 block | PolyA inhibitor | RGS4 pot | KCNQ1 inh | KCNQ1 act | KCNK3 block | DYRK1A inh | HDAC3 inh
COc1ccc(CCN=C2SCC(=O)N2C)cc1OC | -3.4 | 1.3 | -0.5 | i | i | i | i | i | i | -4.4 | 1.3
CC1(C)NC(=O)N(CC(=O)Nc2cc(C(F)(F)F)cc(C(F)(F)F)c2)C1=O | -12.0 | -1.2 | -0.9 | i | i | i | i | i | i | 0.1 | 7.9
COC(=O)c1c(NC(=S)Nc2ccc(F)cc2[N+](=O)[O-])sc2c1CCCCC2 | 6.4* | -2.8 | -3.0 | i | i | i | i | 10* | i | 1.4 | 8.4

Next entries follow.
SMILES | hERG rescue | GSK3beta inhib | GSK3A inh | KCNK9 block | PolyA inhibitor | RGS4 pot | KCNQ1 inh | KCNQ1 act | KCNK3 block | DYRK1A inh | HDAC3 inh
CC(=O)c1ccc(NC(=O)c2cccc(N3C(=O)c4ccccc4C3=O)c2)cc1 | -3.7 | 1.2 | 1.3 | i | i | i | i | i | i | 12.8 | -5.2
C=CCn1c(SCC(=O)c2cccs2)nc2sc(CC)cc2c1=O | -9.0 | -1.7 | -1.4 | i | i | i | i | i | -10.8* | -3.0 | 5.8
COc1ccc(Cl)cc1NC(=O)CCc1ccccc1 | -5.2 | 1.5 | 0.5 | i | i | i | i | i | i | -9.3 | 6.8
CCNC(=S)Nc1cc(C(=O)N2CCCC2)ccc1N1CCCC1 | -0.8 | -4.4 | -2.1 | i | i | i | i | i | i | -1.4 | -2.1
O=C(Nc1ccc2snnc2c1)N1CCCCC1 | -14.3 | -0.5 | 1.7 | i | i | i | i | i | i | 2.2 | 3.3
CCN1C(=O)C2(C(C(=O)c3cc4ccccc4o3)=C(O)C(=O)N2CCCN2CCOCC2)c2ccccc21 (configuration not stated) | -16.5 | 1.8 | 2.0 | i | i | i | i | i | i | -5.4 | 3.6
Cc1ccc(NC(=O)C2CCC(CNC(=O)[C@@H]3Cc4ccccc4CN3)CC2)cc1 (some centres not stated) | -2.3 | -0.8 | -1.4 | i | i | i | i | i | i | 0.0 | -2.4
Cn1nc(CC(=O)NCc2ccc(F)cc2)c2ccccc2c1=O | -9.8 | 0.4 | 1.2 | i | i | i | i | i | i | 0.8 | 2.3
O=C(CCCc1ccccc1)NCCN1CCOCC1 | -6.3 | 1.8 | 0.6 | i | i | i | i | i | i | -3.2 | -6.8
CCOC(=O)Cn1cc(C=O)c2ccccc21 | -1.2 | 0.8 | -1.3 | i | i | i | i | i | i | 8.7 | -3.8
Cc1cc(N)nc(C)c1C#N | 0.8 | 3.1 | 1.6 | i | i | i | i | i | i | 5.5 | 2.8
CN1CCN(c2nc3c(c(=O)n(C)c(=O)n3C)n2Cc2ccccc2)CC1 | -8.0 | -0.6 | 1.1 | i | i | i | i | i | i | 21.8 | -2.9
CC(=O)c1cccc(S(=O)(=O)N(C)C2CCN(C)CC2)c1 | 2.9 | 1.6 | -0.2 | i | i | i | i | i | i | -3.1 | 1.5
COc1ccc(-n2ccn(CC(=O)Nc3ccccc3OC)c(=O)c2=O)cc1 | -5.8 | -0.1 | 0.6 | i | i | i | i | i | i | 1.6 | -2.1
Cc1ccc(S(=O)(=O)n2cnc3cc([N+](=O)[O-])ccc32)c(C)c1 | -5.4 | 5.6 | -3.0 | i | i | i | i | i | i | · | 3.2
CC1CC(C)CN(C(=O)CNC(=O)Cn2ccc3ccccc3c2=O)C1 (configuration not stated) | -8.2 | -1.9 | -2.1 | i | i | i | i | i | i | -7.7 | -2.6
N#C/C(=C(/O)c1ccc(Cl)c([N+](=O)[O-])c1)c1nc2ccccc2[nH]1 | -11.2 | 1.5 | -1.8 | i | i | i | i | i | i | 1.2 | 2.8
O=C(COC(=O)C1CCN(/C=C/C(=O)C(F)(F)F)CC1)Nc1ccccc1 | -7.5 | -26.2 | -2.5 | i | i | i | i | i | i | -1.6 | -0.5
O=c1[nH]c2cc([N+](=O)[O-])c([N+](=O)[O-])cc2[nH]c1=O | -7.3 | 3.0 | 5.4 | i | i | i | i | i | i | -24.9 | 2.3
c1ccc(Nc2nc(N3CCNCC3)nc(N3CCOCC3)n2)cc1 | -9.7 | 1.8 | 1.6 | i | i | i | i | i | i | -4.4 | -5.5
COc1ccc(-c2cc(=O)[nH]c(N3CCN(Cc4ccccc4)CC3)n2)cc1 | -3.2 | -1.0 | 0.0 | i | i | i | i | i | i | -2.2 | -1.3
O=C(NCc1ccccc1)c1cnsn1 | -0.9 | 1.1 | -1.6 | i | i | i | i | i | i | -0.2 | -0.5
Cc1ccc(C2CC(c3cccs3)=NN2C(=O)CSc2nc(=O)n3cc(C)ccc3n2)cc1 (configuration not stated) | -10.8 | 0.8 | · | i | i | i | i | i | i | 8.2 | ·
CC(C)(Oc1ccc(Br)cc1Cl)C(=O)Nc1ccon1 | -8.5 | 0.8 | 4.0 | i | i | i | i | i | i | -7.3 | 6.8
Oc1ccc2ccccc2c1C=Nc1ccc(N2CCOCC2)cc1 | -8.4 | -0.7 | -2.0 | i | · | i | i | i | · | · | 6.3

Assay outcomes from PubChem BioAssay.
